aSyn tox rescue: rescues yeast growth from alpha-synuclein toxicity. Potency, µM (top dose mostly 46.1 µM), for the others: at the top dose growth rescue (activation), actives largely listed as activators. AID 1347070. S. cerevisiae alpha-synuclein toxicity rescue, BacTiter-Glo growth, 24 h. 0.02% of 94,000 active; active = well fitted activation curve with a large enough effect; inconclusive = small, poorly fitted or top-dose-only effect; note: 0% is about no effect
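Growth restoration measured by BacTiter-Glo luminescence after 24 hr at 30 deg C; alpha-synuclein yeast, raffinose-pregrown to mid-log, were added at OD600=0.02 in galactose medium onto pinned compounds.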
The depositor's hits bear a star; ? = inconclusive; [ ] = remark or other dose. Potency is the fitted concentration of half-maximal effect. Some of the compounds tested. The share of hits here may be higher or lower than overall.

SMILES	aSyn tox rescue
O=C(O)C(=Cc1ccccc1[N+](=O)[O-])c1ccc2c(c1)OCO2	-2%
O=C(CN1CCN(S(=O)(=O)c2cccs2)CC1)N1CCCCC1	6%
COCCN1Cc2cccc(C(=O)N3CCN(c4cc(C)ccc4C)CC3)c2C1=O	3%
COc1ccc(OC)c(NC(=O)CN2C(=O)CC(c3ccco3)Sc3ccccc32)c1 (stereo unspecified)	?
Cc1cc(N(CCO)Cc2ccccc2)n2nc(-c3ccc(C(C)(C)C)cc3)nc2n1	5%
COc1cc(CNCCSc2nnnn2C)ccc1OCc1c(F)cccc1Cl	6%
COc1cc(/C=C/C(=O)OCC(=O)NC(=O)NC23CC4CC(CC(C4)C2)C3)ccc1OCC#N	9%
COc1ccc(C(=O)NCC(c2ccc(N(C)C)cc2)N2CCc3ccccc32)cc1 (stereo unspecified)	-6%
CCSc1nnc(NC(=O)C2CCN(S(=O)(=O)c3ccccc3C(F)(F)F)CC2)s1	-6%
COc1ccc(-c2ccc(CN3C(CC(C)C)C(=O)N(Cc4cn(CC5CCCCC5)nn4)CCS3(=O)=O)cc2)cc1OC (stereo unspecified)	-10%
O=C1C(Cl)=C(NS(=O)(=O)c2ccc([N+](=O)[O-])cc2)C(=O)c2ccccc21	-17%
COc1cccc(-c2nc(CS(=O)(=O)CC(=O)N3CCN(C4CCCCC4)CC3)c(C)o2)c1	-4%
CCc1cc2c(=O)n(CCCOC)c(SCC(=O)Nc3oc(C)c4c(C)n[nH]c(=O)c34)nc2s1	1%
CCOCCn1c(CN2CCN(CC)CC2)nc2c1c(=O)n(C)c(=O)n2C	2%
CCOc1ccc(C(=O)N2CCC(c3nnc(-c4ccccc4OC)o3)CC2)cc1	1%
CC(Sc1ncc(S(=O)(=O)c2ccc(C(C)C)cc2)c(N)n1)C(=O)Nc1ccccc1 (stereo unspecified)	2%
CC(=O)c1c(C)n(-c2ccc(C)cc2)c2ccc(OC(=O)COc3ccccc3)cc12	0%
Cc1ccc(-c2ccc(CN3C(C(C)C)C(=O)N(Cc4cn(Cc5ccco5)nn4)CCS3(=O)=O)cc2)cc1 (stereo unspecified)	4%
CCOc1ccc(S(=O)(=O)NCCC(=O)NCC(C)(C)N2CCOCC2)cc1	4%
CCOC(=O)c1ccc(NC(=O)c2c(-c3c(F)cccc3Cl)noc2C)cc1	3%
C(=N\N1CCN(Cc2cccc3ccccc23)CC1)/c1cccs1	3%
CCN(CC(=O)NCc1ccc(F)cc1)C(=O)CN1CCN(c2ccccc2OC)CC1	-5%
CC(C)Oc1ccc(CCC(=O)NNC(=S)Nc2ccccc2)cc1	-5%
CCc1ccc(NC(=O)C2CCN(S(=O)(=O)c3c(C)noc3/C=C/c3ccco3)CC2)cc1	7%
O=C(CSc1nccn1Cc1ccc(F)cc1)NCc1ccccc1	2%

A different layout for some results above.
> CCOC(=O)c1ccc(NC(=O)c2c(-c3c(F)cccc3Cl)noc2C)cc1
  aSyn tox rescue: 3%

> COc1cccc(-c2nc(CS(=O)(=O)CC(=O)N3CCN(C4CCCCC4)CC3)c(C)o2)c1
  aSyn tox rescue: -4%

Continuation.
SMILES	aSyn tox rescue
CCSc1nc2sc3c(c2c(=O)n1-c1ccc(C)c(Cl)c1)CCN(C(C)=O)C3	?
O=[N+]([O-])c1cc(NS(=O)(=O)c2ccc(Cl)nc2)ccc1Cl	-10%
COc1ccc(-c2nc3ccccc3s2)cc1NC(=O)c1ccc(F)cc1	3%
Cc1ccc(C2=Nc3ccccc3N=C(c3ccc(F)cc3)C2)c(O)c1	-8%
CCOC(=O)Cn1c(=O)n(C2CCCCC2)c2nc(-c3ccc(Cl)cc3)nc(C(N)=O)c21	-12%
COc1ccc(NS(=O)(=O)c2c(C)n(C)c(=O)n(C)c2=O)cc1OC	1%
CCn1cc(C(=O)NCCc2ccccc2)c(=O)c2cc(S(=O)(=O)N(C)C)ccc21	3%
O=C(COC(=O)CN1C(=O)NC2(CCCC2)C1=O)Nc1ccccc1C(F)(F)F	2%
COc1ccc(CCNC(=O)CNC(=O)c2ccccc2Br)cc1OC	-6%
COc1ccc(/C=N\NC(=O)c2nn(C)cc2Cl)cc1CN1CCOCC1	6%
CSc1ccc(CCNC(=O)c2cc(C)nc3c2c(C)nn3-c2cccc(F)c2)cc1	-6%
Cc1c(C)n2c(SCC(=O)Nc3ccc4c(c3)OCCO4)nnc2[nH]c1=O	-8%
Cc1ccc2c(CC(=O)Nc3c(C(=O)c4ccc(F)cc4)oc4ccccc34)coc2c1	-1%
CSCCC(NS(=O)(=O)c1ccc2c(c1)oc(=O)n2C)C(=O)NCc1ccc(F)cc1 (stereo unspecified)	-10%
c1ccc(-c2nnc(SCC3CCCCO3)nc2-c2ccccc2)cc1 (stereo unspecified)	3%
CCOC(=O)c1c(NC(=O)Cc2ccccc2)sc2c1CCN(CC)C2	-3%
O=C(c1ccc2c(Cl)c3c(nc2c1)CCCC3)N1CCN(c2ccc(Cl)cc2)CC1	12%
Cc1ccc(CNC(=O)C(=O)NCC(c2cccs2)S(=O)(=O)c2ccccc2)cc1 (stereo unspecified)	3%
Cc1cccc(Cn2ccn(Cc3ccc(Cl)cc3)c(=O)c2=O)c1	-1%
CCOC(=O)C1CCN(C(c2cccc(F)c2)c2c(O)cc(C)n(CCOC)c2=O)CC1 (stereo unspecified)	-7%
O=C(COC(=O)c1cc2ccccc2cc1O)NC(=O)NCc1ccco1	4%
C[C@H]1CN([C@@H](C)CO)C(=O)CCCn2nncc2CO[C@H]1CN(C)C(=O)CCC(F)(F)F	-6%
Cc1ccccc1CSc1nc2c([nH]c3ccccc32)c(=O)n1C	0%
CCCCc1nnc2c(N(C)S(=O)(=O)c3ccc(C)cc3)nc3ccccc3n12	-9%
CCOc1ccc(-c2cc3c(=O)n(Cc4nc(-c5ccccc5OCC)oc4C)ccn3n2)cc1Cl	-18%

Compounds above that have an NH in an aromatic ring:
SMILES	aSyn tox rescue
CCc1cc2c(=O)n(CCCOC)c(SCC(=O)Nc3oc(C)c4c(C)n[nH]c(=O)c34)nc2s1	1%
Cc1c(C)n2c(SCC(=O)Nc3ccc4c(c3)OCCO4)nnc2[nH]c1=O	-8%
Cc1ccccc1CSc1nc2c([nH]c3ccccc32)c(=O)n1C	0%

The listing picks up, repeating the 3 entries before the break.
SMILES	aSyn tox rescue
Cc1ccccc1CSc1nc2c([nH]c3ccccc32)c(=O)n1C	0%
CCCCc1nnc2c(N(C)S(=O)(=O)c3ccc(C)cc3)nc3ccccc3n12	-9%
CCOc1ccc(-c2cc3c(=O)n(Cc4nc(-c5ccccc5OCC)oc4C)ccn3n2)cc1Cl	-18%
Cc1ccc(C2=Nc3ccccc3N(CC(=O)Nc3ccccc3F)C(=O)C2)cc1C	-21%
CCOC(=O)C1CCN(C(=O)c2ccc(S(=O)(=O)Nc3ccccc3Cl)cc2)CC1	-3%
COc1ccc(/C=C/C(=O)N(C)C2(C)CCS(=O)(=O)C2)cc1 (stereo unspecified)	-4%
Cc1ccc(NC(=O)Cn2c(=O)n(Cc3ccc4c(c3)OCO4)c(=O)c3ccc(C(=O)NC4CCCCC4)cc32)c(C)c1	9%
COc1ccc(S(=O)(=O)N(C)C[C@@H]2OCc3cn(nn3)CCCC(=O)N([C@@H](C)CO)C[C@H]2C)cc1	-7%
COc1cc(Cl)c(C)cc1NC(=O)c1cnn(-c2ccc(C)cc2)c1-n1cccc1	-1%
COc1ccc(Nc2ncc(C(=O)N3CCN(c4cccc(Cl)c4)CC3)c3ccccc23)cc1	?
COc1cc2ccccc2cc1C(=O)Nc1ccc2oc(-c3ccc(Cl)cc3)nc2c1	-16%
COc1cccc(C(=O)c2sc3nc(-c4ccccc4)cc(C(F)(F)F)c3c2N)c1	1%
N#C/C(=C\c1cccc(Br)c1)C(=O)N1CCCCC1	14%
CC(C)c1ccc(NC(=O)c2cnc3sc(N4CCOCC4)nn3c2=O)cc1	-2%
NNC(=O)c1cc2c(ccc3ccccc32)o1	-13%
CCc1ccc(CNC(=O)c2ccc(CSc3nc4ccncc4n3Cc3ccccc3)cc2)cc1	-6%
Cc1ccc(CNC(=O)CN(c2ccc(Cl)cc2Cl)S(=O)(=O)c2ccccc2)cc1	3%
Cc1ccc(Cc2nc3ccccc3nc2SCC(=O)N2CCN(c3ccc(F)cc3)CC2)cc1	-4%
O=C(O)C1CCCN1C1=NS(=O)(=O)c2ccccc21 (stereo unspecified)	5%
CNC(=O)c1ccc(CSc2nc3cccnc3n2Cc2cccc(F)c2)cc1	-5%
COCCN=C1Sc2nc3cc(C)c(C)cc3cc2CN1Cc1cccs1	13%
COc1ccc(CCN2C(=O)CN(C3CCCCCC3)C(=O)C2c2ccc(C)cc2)cc1OC (stereo unspecified)	-15%
CC(=O)N1c2ccccc2C(C)(c2ccc(C)cc2)CC1(C)C (stereo unspecified)	-3%
Cc1cccc(NC(=O)CSc2nccn2Cc2ccc(F)cc2)c1C	7%
C#CCn1c(C2CC(=O)N(c3ccc(OCC)cc3)C2)nc2ccccc21 (stereo unspecified)	1%
O=C(CSc1ncc(S(=O)(=O)c2ccccc2)c(=O)[nH]1)Nc1ccccc1Cl	-1%
COc1cccc(Nc2sc(C(=O)c3ccc(Cl)cc3)c(N)c2C(=O)NCCc2ccc(OC)c(OC)c2)c1	7%
CCCCNc1nc(Oc2ccc(=O)n(-c3ccccc3)n2)nc(N(CC)CC)n1	6%
Following part
SMILES	aSyn tox rescue
NS(=O)(=O)c1ccc(CCNC(=O)CNC(=O)c2ccc(F)cc2)cc1	7%
CN(CC(=O)Nc1ccccc1Cl)CC(=O)Nc1sc2c(c1C(N)=O)CCC2	-39%[inhibitor]
COc1ccc(-n2nc(C(=O)N(C)c3cccc(C(F)(F)F)c3)c3c4ccccc4n(C)c3c2=O)cc1	-5%
CCOc1ccc(/C=C2/SC(=S)N(C(C(=O)O)c3ccccc3)C2=O)cc1OCC (stereo unspecified)	-32%[inhibitor]
Cc1ccc(NC(=O)C2CCCN(S(=O)(=O)c3c(C)n[nH]c3C)C2)c(C)c1 (stereo unspecified)	-7%
CCCCCOc1ccc(/C=C/C(=O)Nc2sc(C)c(C)c2C(=O)OCC)cc1OC	-8%
CCCCC(=O)NC(c1ccccc1Cl)c1ccc2cccnc2c1O (stereo unspecified)	18%
COCCSc1nc2c([nH]c3ccccc32)c(=O)n1-c1ccc(OC)c(OC)c1	11%
COc1ccc(CNC(=O)Nc2cn(CC(C)C)c(=O)c3ccccc23)cc1	4%
O=C(O)c1ccccc1C(=O)N1CCc2c([nH]c3ccccc23)C1C(F)(F)F (stereo unspecified)	0%
Cc1c(C(=O)OCC2CCCCC2)[nH]c2c1C(=O)CC(c1ccccc1Cl)C2 (stereo unspecified)	2%
COc1ccc(N2CCN(C(c3nnnn3C3CCCC3)C(C)C)CC2)cc1 (stereo unspecified)	16%
CS(=O)(=O)Nc1ccc(C(=O)N2CCc3ccccc3C2)cc1	2%
COCCn1cnc2c1c(=O)n(CC(=O)c1ccc3c(c1)OCCO3)c(=O)n2Cc1ccccc1	9%
CCOC(=O)c1cc2c(=O)n3ccccc3nc2n(Cc2ccco2)c1=NC(=O)c1ccccc1Br	4%
CNC(=O)C1CCC(Cn2c(=O)c3sccc3n(CC(=O)N3CCCC(C)C3)c2=O)CC1 (stereo unspecified)	7%
CC(C)c1ccc(S(=O)(=O)NCc2ccc3c(c2)CCN3C(=O)c2ccccc2)cc1	-1%
COc1ccc2oc(=O)c(C(=O)Nc3cccc(C(=O)O)c3)cc2c1	6%
Cc1ccc(N(C)S(=O)(=O)c2cc3c(cc2C)NC(=O)CO3)cc1	4%
Cn1c(=O)oc2cc(S(=O)(=O)N3CCCC(C(=O)NCCc4ccccc4)C3)ccc21 (stereo unspecified)	-4%
CCC(=O)N1CCc2cc(S(=O)(=O)NCCC(=O)Nc3ccc(C)cc3C)ccc21	6%
O=C(CCCc1ccccc1)NC1CC(=O)N(c2cccc(F)c2)C1 (stereo unspecified)	6%
CCOC(=O)C(CCCP(=O)(c1ccccc1)c1ccccc1)(NC(C)=O)C(=O)OCC	-8%
CCn1c(=O)n(-c2cccc(Cl)c2)c(=O)c2sc3ccccc3c21	-5%
COc1ccc(S(=O)(=O)Nc2cccc(-c3ccc(N4CCC(C)CC4)nn3)c2)c(OC)c1	5%
(listing goes on)
SMILES	aSyn tox rescue
CCn1c(C)cc(/C=C2\NC(=O)N(CC(=O)Nc3ccc(F)cc3)C2=O)c1C	1%
COc1ccc(C2(CNC(=O)C(=O)Nc3ccccc3C)CCCC2)cc1OC	14%
CC(=O)Nc1ccc(NC(=O)c2nc(S(=O)(=O)Cc3ccc(F)cc3)ncc2Cl)cc1	-1%
COc1ccc(CNC(=O)CSc2nnc3c(n2)[nH]c2ccc(F)cc23)cc1	-4%
COc1ccc(CNC(=O)N2CCN(S(=O)(=O)c3ccccc3F)CC2)cc1	-33%[inhibitor]
CCN(C(=O)COC(=O)c1ccco1)c1c(N)n(Cc2ccccc2)c(=O)[nH]c1=O	-2%
CCOc1ccc(-c2nc3c(c(SCC(=O)N4CCCCC4)n2)Cc2cc(C)ccc2O3)cc1	1%
Cc1ccc(SCCC(=O)Nc2nccs2)cc1	2%
CCOc1ccc(NC(=O)CCc2c(C)nc3nc(-c4cc(OC)cc(OC)c4)nn3c2C)cc1	-12%
c1ccc(Oc2nc(-c3ccccn3)nc3ccccc23)cc1	-5%
NC(=O)Cn1cnc2nc3n(c2c1=O)CCC3	3%
COc1ccc(N2CCN(C(=O)CN3C(=O)COc4ccc(S(=O)(=O)N5CCC(C)CC5)cc43)CC2)cc1	-7%
CCOc1ccc(NC(=O)COc2ccc(S(=O)(=O)N3CCCC3)cc2)cc1	-4%

Bioassay records as filed in PubChem.
